# NCOA2 inhibitor: human SRC2 (NCOA2) inhibition. HEK293 GAL4-SRC2 luciferase reporter, luminescence. inhibition, % at 9 µM. hit rate 0.17% among 370,000. AID 651957;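 active = inhibition above the mean inhibition of all tested compounds plus 3 SD, set per campaign, cut at about 52% in these data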;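 also: 0% = DMSO treated cells and 100% = cells given Gossypol at 36 µM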
# LRH-1 inv ag: suppresses constitutive activity of human LRH-1 | O00482 | HEK293T StAR-luciferase reporter, LRH-1 transfected, 24 h | inhibition, % at 3.6 µM | hit rate 0.13% among 360,000;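 active = inhibition above the mean inhibition of all tested compounds plus 3 SD, cut at about 73% in these data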;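 also: 0% = DMSO wells and 100% = reporter-only cells lacking LRH-1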
# Exocytosis inh: blocks lytic granule exocytosis; TALL-104 LAMP-1 surface exposure, flow cytometry; cells stimulated with thapsigargin and PMA; inhibition, % at 10 µM; hit rate 0.66% among 360,000; AID 651702;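 active = inhibition above about 55%, limit read from the data; inconclusive = no clear call, values can overlap the other calls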
# NR2F2 inh: blocks human COUP-TFII nuclear receptor. P24468. inhibition, % at 8.6 µM. hit rate 0.7% among 370,000. HEK293T NGFI-A luciferase reporter, luminescence;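 active = inhibition above a per-plate cutoff, mean inhibition of test wells between control levels plus 3 SD, cut at about 38% in these data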;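 also: cells cotransfected with COUP-TFII expression vector driving the NGFI-A reporter; 0% = median of COUP-TF2 test wells and 100% = reporter-only cells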
# NOD2 RIPK2 PPI: inhibitors of human NOD2-RIPK2 interaction | O43353 | CHO BLA complementation NOD2-RIPK2, CCF4 ratio | inhibition, % at 4.98 µM | hit rate 0.38% among 360,000; in the data active = inhibition above about 21%;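 also: 0% = vehicle only and 100% = reference blocker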
# TWEAK Fn14 block: blocks TWEAK-Fn14 interaction in a reporter cell assay. AID 1159606. TWEAK-stimulated Fn14 reporter cells, luciferase luminescence, 8 h. inhibition, % at 10 µM. hit rate 2% among 360,000; in the data active = inhibition above about 50%
# ABHD5 PLIN5 PPI: blocks binding of human ABHD5 to perilipin-5. Q00G26+Q8WTS1. AID 602281. inhibition, % at 4 µM. hit rate 0.78% among 360,000. Split G. princeps luciferase complementation, luminescence, 4 h;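 active = inhibition above the mean inhibition across every tested compound plus 3 SD, cut at about 22% in these data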;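 also: 0% = DMSO only wells and the 100% control is not disclosed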
# TLR9-MyD88 inh: TLR9-MyD88 interaction inhibition; hit rate 0.21% among 340,000; inhibition, % at 4.98 µM; CHO BLA complementation TLR9-MyD88, CCF4 FRET ratio; Q9NR96+Q99836;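 active = inhibition above the mean over all tested compounds plus 3 SD, cut at about 21% in these data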;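 also: 0% = DMSO only wells and 100% = clavulanate BLA inhibitor control wells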
# TROY NFkB inh: blocks TROY-dependent signaling in reporter cells; AID 1347056; inhibition, % at 10 µM; hit rate 0.98% among 360,000; Q293 LMP1-TROYcd NF-kB luciferase reporter, 4 h;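 active = compounds whose plate-normalised and pattern-corrected inhibition of the luciferase reporter signal at the single screening dose is 50% or more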
# SRC1 inh: inhibits human SRC1 coactivator; AID 588354; inhibition, % at 3.6 µM; HEK293 GAL4-SRC1 luciferase reporter, luminescence; hit rate 0.12% among 360,000;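 active = inhibition above the campaign mean plus 3 SD, with each screening campaign given its own cutoff, cut at about 60% in these data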;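 also: 0% = DMSO treated cells and 100% = gossypol at 36 µM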
# NCOA3 inh: inhibits human SRC3 coactivator | Q9Y6Q9 | HEK293 GAL4-SRC3 luciferase reporter, luminescence | inhibition, % at 3.6 µM | hit rate 0.17% among 360,000;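 active = inhibition above a per-campaign cutoff, the mean of all compounds plus 3 SD, cut at about 60% in these data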;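 also: 0% = DMSO-treated cells and 100% = gossypol-treated cells at 36 µM; higher means less SRC3-driven luciferase light from the GAL4 reporter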
# Target sequence (Q9Y6Q9 whole entry, looked up, the tested form may be a part): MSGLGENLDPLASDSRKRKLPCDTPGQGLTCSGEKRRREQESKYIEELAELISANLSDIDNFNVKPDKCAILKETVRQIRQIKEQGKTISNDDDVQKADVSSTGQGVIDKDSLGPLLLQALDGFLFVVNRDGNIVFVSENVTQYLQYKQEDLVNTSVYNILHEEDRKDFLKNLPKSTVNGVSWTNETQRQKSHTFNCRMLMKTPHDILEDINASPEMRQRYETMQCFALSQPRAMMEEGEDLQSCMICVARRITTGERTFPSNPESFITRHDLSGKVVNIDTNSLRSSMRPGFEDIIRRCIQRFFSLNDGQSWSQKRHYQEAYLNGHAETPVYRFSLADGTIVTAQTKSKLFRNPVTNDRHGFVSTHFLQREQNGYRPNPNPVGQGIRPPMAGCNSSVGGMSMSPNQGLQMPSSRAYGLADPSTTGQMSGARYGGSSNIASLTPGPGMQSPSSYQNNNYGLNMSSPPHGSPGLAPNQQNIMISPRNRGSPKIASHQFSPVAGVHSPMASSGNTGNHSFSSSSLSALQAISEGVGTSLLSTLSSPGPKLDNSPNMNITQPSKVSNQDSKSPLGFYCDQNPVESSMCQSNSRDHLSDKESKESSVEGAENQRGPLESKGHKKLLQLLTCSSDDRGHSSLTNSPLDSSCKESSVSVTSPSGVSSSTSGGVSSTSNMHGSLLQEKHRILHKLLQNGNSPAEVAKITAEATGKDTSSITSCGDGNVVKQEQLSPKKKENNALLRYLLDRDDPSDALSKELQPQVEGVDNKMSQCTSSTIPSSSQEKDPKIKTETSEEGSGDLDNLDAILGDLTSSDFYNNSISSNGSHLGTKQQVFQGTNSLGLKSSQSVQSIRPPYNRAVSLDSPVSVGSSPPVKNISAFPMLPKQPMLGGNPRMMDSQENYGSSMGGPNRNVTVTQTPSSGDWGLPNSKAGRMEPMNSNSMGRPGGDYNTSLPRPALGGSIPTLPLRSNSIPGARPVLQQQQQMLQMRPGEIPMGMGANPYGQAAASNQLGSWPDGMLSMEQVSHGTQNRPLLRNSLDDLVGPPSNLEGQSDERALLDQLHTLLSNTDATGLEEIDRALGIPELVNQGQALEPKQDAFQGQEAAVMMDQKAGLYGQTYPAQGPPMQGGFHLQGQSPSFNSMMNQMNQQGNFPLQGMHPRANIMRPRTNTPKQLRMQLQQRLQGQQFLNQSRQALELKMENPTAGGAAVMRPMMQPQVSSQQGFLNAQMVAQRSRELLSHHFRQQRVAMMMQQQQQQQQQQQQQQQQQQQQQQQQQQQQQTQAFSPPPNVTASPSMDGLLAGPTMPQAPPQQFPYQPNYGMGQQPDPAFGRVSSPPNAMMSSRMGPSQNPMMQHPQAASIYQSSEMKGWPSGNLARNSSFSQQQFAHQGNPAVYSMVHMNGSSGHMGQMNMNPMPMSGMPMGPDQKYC
# * = called active by the depositor; u = inconclusive; x = no result given. The list is partial; rates above refer to the full screens.
mol	NCOA2 inhibitor	LRH-1 inv ag	Exocytosis inh	NR2F2 inh	NOD2 RIPK2 PPI	TWEAK Fn14 block	ABHD5 PLIN5 PPI	TLR9-MyD88 inh	TROY NFkB inh	SRC1 inh	NCOA3 inh
COc1ccc(C(=O)C[n+]2cccc3cc(OC)ccc32)cc1	2	0	6	8	0	9	0	-10	10	4	0
CCCCn1c(N)c(N(CC(C)C)C(=O)CSc2nnc(-c3ccc(Cl)cc3)o2)c(=O)[nH]c1=O	-74	0	-2	-3	4	6	-12	1	-11	0	-7
COc1cccc(C(=O)NNC(=O)Cc2ccc(Cl)cc2)c1	-8	14	-6	0	3	2	4	6	-12	1	4
CC1Cc2ccccc2N1C(=O)CSc1nncs1 (stereo not given)	14	-16	0	11	-4	-9	11	-5	-4	-25	-8
CC(=O)N1CC(C)Sc2ccc(S(=O)(=O)NCc3ccccc3Cl)cc21 (stereo not given)	13	12	0	18	-9	13	-9	2	14	-4	23
c1ccc2sc(C3CCN(Cc4nnnn4Cc4ccc5c(c4)OCO5)CC3)nc2c1	-12	5	-4	9	-4	47	-1	-1	37	-22	13
N#Cc1ccc(S(=O)(=O)NC[C@H]2O[C@@H](n3ccc(N)nc3=O)[C@H](O)[C@@H]2O)cc1	27	-5	-2	9	10	1	-2	3	-14	-8	-12
Cc1nn(CCOc2ccccc2)c(=O)n1-c1ccc(F)cc1	-11	-64	4	-27	-8	7	9	6	2	-18	-24
Cc1ccc(S(=O)(=O)NNC(=O)c2c(O)c3ccccc3[nH]c2=O)cc1	15	7	-7	17	0	3	-4	5	-3	6	16
Cc1ccc(/C=C(\C#N)c2nc3ccccc3[nH]2)s1	-79	-93	-2	-59	2	-2	1	-11	-19	-72	-61
Cc1cc(C)n(-c2nc(NCCCN(C)C)c3c4c(sc3n2)CCCC4)n1	-33	-4	17	-15	-4	-14	17	x	-61	1	19
COc1ccc(-c2oc3ccc(N4CCOCC4)cc3c2C#Cc2ccc(N)cc2)cc1	-11	-10	-1	3	-3	-23	-2	1	-13	-3	-22
CCOC(=O)C1=C(COC(=O)c2ccc(Cl)nc2)NC(=O)NC1C (stereo not given)	-1	-1	-4	-37	-2	-2	4	8	-16	-8	15
Cc1ccc2cc(CN(c3ccccc3)S(=O)(=O)c3ccccc3)c(=O)[nH]c2c1	14	3	0	-15	8	-12	-6	-1	-12	-5	-8
O=C(c1ccccc1F)N1CCC2CC1c1cc(N3CCCCC3)ccc12 (stereo not given)	2	15	-4	12	-3	-7	10	6	12	-33	-16
Cc1ccc(-c2nc3ncccn3c2Nc2ccc3c(c2)OCO3)o1	3	-1	-3	-24	-11	-15	4	2	-62	-11	-14
CCN(C(=O)COC(=O)CCn1c(C)csc1=O)c1c(N)n(Cc2ccccc2)c(=O)[nH]c1=O	5	-7	3	20	-8	4	5	-7	-7	-10	5
N#CCCn1cc(C(N)=O)c(-c2cccs2)n1	-15	6	0	6	-5	-7	1	-11	-3	13	1
COc1ccccc1-c1noc(CCC(=O)Nc2cc(C(F)(F)F)ccc2Cl)n1	-13	-9	-3	12	-6	8	4	2	-29	-10	5
O=C(Cc1ccsc1)OCC(=O)c1ccccc1	-18	10	-6	3	-1	-2	3	0	-60	2	-10

mol	NCOA2 inhibitor	LRH-1 inv ag	Exocytosis inh	NR2F2 inh	NOD2 RIPK2 PPI	TWEAK Fn14 block	ABHD5 PLIN5 PPI	TLR9-MyD88 inh	TROY NFkB inh	SRC1 inh	NCOA3 inh
COc1cc(OC)c2ccc(=O)oc2c1C(CC(=O)N1CCOCC1)c1ccc2c(c1)OCO2 (stereo not given)	2	-12	-5	-13	8	1	-1	5	-10	-8	7
O=c1[nH]c(CN2CCc3ccccc3C2)nc2ccccc12	-15	-8	-3	-5	0	-11	-1	-1	-20	-2	-10
CC1CCN(c2cc(C#N)c(C#N)cc2[N+](=O)[O-])CC1	-18	9	1	9	0	4	-7	-2	-18	-4	-38
CCC(C)(C)NC(=O)/C=C/c1cccs1	-5	-13	1	-1	-7	-8	7	-7	-16	1	5
COc1ccc(CN2C(=O)c3cccnc3C2=O)cc1S(=O)(=O)NC(C)C	-18	19	-1	7	-5	-9	5	6	-37	2	3
C=C(C)COc1ccc(C2NC(=O)c3ccccc3O2)cc1OCC (stereo not given)	-22	-5	-10	12	5	19	3	-1	-5	-6	2
COc1ccc(CNc2nn[nH]n2)cc1OC	-11	2	0	-3	-5	11	-11	-2	5	17	2
COc1ccc(/C=C(\C#N)C(=O)OCC(=O)NCc2ccccc2Cl)cc1	12	-19	u	-2	5	-24	-5	-2	8	-3	-5
CCOC(=O)C(C)CC(C)C(=O)N1CCOCCN(C(=O)C(C)CC(C)C(=O)OCC)CCOCC1 (stereo not given)	20	5	-5	28	3	-6	5	-2	12	-3	22
COc1cccc(NC(=O)COC(=O)CCS(=O)(=O)c2ccc(C)cc2)c1	-6	-7	1	0	0	31	-2	-1	-18	-9	17
Cc1cccc2sc(NS(=O)(=O)c3ccccc3)nc12	-4	-1	-3	17	-8	-1	-5	0	4	-26	-7
C=CCOc1cccc(C(=O)Nc2ncn[nH]2)c1	-7	-18	1	3	0	-2	-3	-2	-4	4	-15
CCc1cccc(C)c1NC(=O)COC(=O)Cn1c(C)csc1=O	-22	-12	2	-10	-30	5	3	-6	-47	3	8
COc1cc2c(cc1OC)C1=NC(=O)CN1C(SCc1ccccc1)=N2	16	0	-1	-2	-5	14	0	-7	-27	-7	-11
CN1CCN(CC(=O)NN2CC(=O)N(c3ccc(F)cc3)CC2=O)CC1	-14	-12	5	-20	-11	0	-7	-5	-4	3	29
CCn1nc(NC(=O)Cc2ccc(OC)cc2)c2cc3cccc(C)c3nc21	-7	-16	-4	-4	4	29	-2	-5	-12	-51	-7
C=CCn1c(SCC(=O)NC23CC4CC(CC(C4)C2)C3)nc(O)cc1=O	21	9	-1	13	0	-1	1	2	-10	-3	-28
COc1ccc(OCC(=O)Nc2cc(-c3nn(C)c(=O)c4ccccc34)ccc2N2CCOCC2)cc1	-21	-3	-1	1	6	20	6	-6	10	2	2
O=C(CNC(=O)/C(=C\c1ccc(F)cc1)NC(=O)c1ccccc1)OCc1ccccc1	-21	5	-4	2	8	-5	1	-1	3	-6	3
COC(=O)c1cc(=O)n(Cc2ccco2)c(=Nc2ccc(F)cc2)s1	x	20	-2	x	1	56*	31*	-6	24	7	-7

mol	NCOA2 inhibitor	LRH-1 inv ag	Exocytosis inh	NR2F2 inh	NOD2 RIPK2 PPI	TWEAK Fn14 block	ABHD5 PLIN5 PPI	TLR9-MyD88 inh	TROY NFkB inh	SRC1 inh	NCOA3 inh
Cc1ccc(S(=O)(=O)Oc2ccccc2/C=N/O)cc1	-36	-18	2	19	-5	-14	2	2	-20	-17	10
O=C(Nc1cccc(Cl)c1)OCCOc1ccccc1	-33	-36	2	-20	0	-26	-6	-11	-20	-31	-48
COc1ccc(CC(C)N2CCN(c3ccccc3OC)CC2)cc1OC (stereo not given)	9	15	0	5	-5	-7	-4	-6	11	-20	10
CC(=O)c1ccc(NC(=O)c2cnn3ccccc23)cc1	-8	-116	-1	-2	-18	71*	-7	-6	17	-63	-52
COc1ccc(C2(O)CCN(Cc3nnnn3Cc3ccc(F)cc3)CC2)cc1	-6	11	3	16	3	-8	15	9	-6	6	15
Cc1cccc(Cn2ccc(NC(=O)c3cccnc3)n2)c1	-7	-8	-1	-23	-6	-12	3	-1	-10	-3	4
CC(Nc1ccc2c(c1)OCCO2)C(=O)N1c2ccccc2CC1C (stereo not given)	-18	5	5	16	4	33	3	15	33	-11	6
CC(C)CC(N)c1cn([C@@H](CCC(=O)O)C(=O)N2CCNCC2)nn1 (stereo not given in full)	2	2	2	0	-6	-4	-4	3	-11	-39	2
CCCOP(=O)(c1ccc(N(C)C)cc1)C(O)c1ccc(Cl)cc1 (stereo not given)	2	16	12	1	0	9	6	0	-3	15	1
COc1ccc(OCC(O)CNCc2ccco2)cc1 (stereo not given)	11	4	-1	8	4	0	1	3	-13	-11	-6
COc1ccc(OC)c(CN2CCN(C(=O)c3cccc(S(=O)(=O)N(C)c4ccccc4)c3)CC2)c1	19	-16	-2	8	-8	13	0	2	1	-5	-3
CCN(c1cc(C)cc(C)c1)S(=O)(=O)c1nnc(NC(=O)C(C)(C)C)s1	-14	-28	-12	-11	8	18	-4	-3	-1	18	9
Cc1cc(C)c2c(=O)[nH]cnc2n1	-1	10	23	6	-6	-3	0	-11	-8	13	11
CC(=O)Nc1nc(N)n(-c2ccccc2)n1	-8	-4	-2	0	1	1	-4	-1	-10	5	4
COc1ccc(N/C=C/c2nc(SC)nnc2C)cc1	-5	-18	2	-14	4	-56	5	-1	-6	-8	-8
C[C@@]12C(=O)N(c3cccc(F)c3)C(=O)N1[C@@H]1c3ccccc3OC[C@@H]1[C@H]2c1ccccc1	16	9	-34	8	-5	8	-7	7	-26	-13	-1
Cc1cccc(NC(=S)Nc2ccc(Br)cc2)c1	-34	2	-3	-16	1	-21	2	5	-6	0	0
COc1ccc(F)cc1S(=O)(=O)NCC(=O)NCc1cc(=O)n(C)c(=O)n1C	-9	-4	2	1	6	-4	-2	4	1	-21	-5
CC(=O)NC(c1ccc(F)c(F)c1)c1nc(-c2ccc(F)c(Cl)c2)cs1 (stereo not given)	0	2	0	-17	7	-7	3	x	1	2	16
O=C(NCCN1CCN(c2ccccc2)CC1)Nc1ccccc1Cl	-8	-15	-5	10	-8	1	-13	3	5	-12	4

mol	NCOA2 inhibitor	LRH-1 inv ag	Exocytosis inh	NR2F2 inh	NOD2 RIPK2 PPI	TWEAK Fn14 block	ABHD5 PLIN5 PPI	TLR9-MyD88 inh	TROY NFkB inh	SRC1 inh	NCOA3 inh
CSc1ncccc1C(=O)N1CCN(S(=O)(=O)c2ccc(C)cc2)CC1	18	8	-20	-13	7	23	-3	-6	0	-14	-25
Cc1ccc(-n2nc3c(=O)n(CCCC(=O)NCc4ccco4)nc(C)c3c2C)cc1	1	10	0	15	0	21	-2	4	-12	-4	-1
COc1ccc(CN2C(=O)c3ccccc3C2=O)cc1C(=O)Nc1ccc(C)cc1C	25	-2	-1	2	-11	-37	-3	0	1	-26	13
CCCCNc1c(N)n(CC(C)C)c(=O)[nH]c1=O	-17	-2	-3	-9	-5	-6	-6	-9	-17	4	11
CCCN1CCC(NCC(C)c2ccccc2)CC1 (stereo not given)	13	11	40	-5	-12	-3	1	7	1	12	0
CN(C)c1ccc(-c2nnn(CC(=O)NCc3ccc4c(c3)OCO4)n2)cc1	-20	-13	2	-27	3	-8	-1	-5	-62	-37	-5
CCC(=O)Nc1ccc(F)c(Cl)c1	1	24	-1	11	6	-11	0	9	0	-2	12
CCN(CC)C(=O)Oc1ccc(Cl)c2cccnc12	6	13	-4	0	-4	-8	2	5	8	9	4
Cc1ccc(C(=O)N/C(=C/c2ccc(F)cc2)C(=O)NCc2ccncc2)cc1	2	7	14	-3	0	-2	5	-10	-3	3	10
COc1ccccc1C(O)P(=O)(OCC(C)C)c1ccc(N(C)C)cc1 (stereo not given)	5	-9	17	24	14	6	1	-2	8	-8	-25
COc1cccc(C(=O)NCCS(=O)(=O)NCc2cccnc2)c1	12	1	4	-9	-3	15	4	-5	-4	-9	-11

# Screening data as filed in PubChem BioAssay.
